KDM5B inhibitor: inhibitors of human KDM5B histone demethylase. Q9UGL1. KDM5B demethylase, FDH-coupled NADH fluorescence (FDH is formaldehyde dehydrogenase). Potency, µM (series often up to 57.7 µM), without a hit: at the top dose activity change, negative = inhibition, most hits filed as inhibitors. actives 2.6% (n = 220,000). AID 1347165; active means well fitted inhibition curve with a large enough effect; inconclusive means small, poorly fitted or top-dose-only effect; inactive means no such curve, though single readings can be large or run the other way; further: 0% is about no effect; nearly all actives have a fitted effect of over 70% in size
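Compound dilutions met 200 nM (final) KDM5BΔAP for 10 min at room temperature before substrate addition. The substrate mix held 12.5 µM H3K4me3 with cofactors 25 µM α-ketoglutarate and 50 µM Fe²⁺. NADH signal gain over 30 min defined activity.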
* hit, by the source's call; ? = inconclusive; & = joins results of further samples; [ ] = another dose, or the depositor's remark. Potency means the concentration at half of the fitted maximal effect.

KDM5B inhibitor | canonical_smiles
-10%&-27% | Cc1ccc(S(=O)(=O)NCC(Nc2cccc(Cl)c2)c2ccccc2)cc1 (stereo unspecified)
24%&-1% | Cc1cccc(C)c1OCC(=O)N1CCC(c2nc3ccccc3o2)CC1
-5%[86.2 µM] | CC(C)CCNC(=O)c1cnc2c(c1)N(C(=O)Cc1cccc(C(F)(F)F)c1)CCC2
-9% | COc1cc(NC(=O)C23CCCC=C2N(c2ccccc2)C(=O)CC3)cc(OC)c1 (stereo unspecified)
-9% | Cc1ccc(OCC(=O)OCc2cc(=O)n3nc(C4CCCCC4)sc3n2)cc1
4% | CCCN1CCC(NC(=O)CC23CC4CC(CC(C4)C2)C3)CC1
-9% | CCCCOc1ccc(C(=O)NCC2(N3CCN(C)CC3)CCCCC2)cc1
? | CN1CCN(Cc2ccc(-c3ccc(C(C)(C)C#N)cc3)nc2)CC1
-15% | COCCn1c(C)cc(C(=O)COC(=O)c2cccc(O)c2)c1C
-19% | Cc1ccc(Cl)cc1NC(=O)CN1C(=O)NC(c2ccc(Cl)cc2)C2=C1COC2=O (stereo unspecified)
-12% | O=C(N1CCC(NS(=O)(=O)c2cccc(F)c2)CC1)N1CC2CC(C1)[C@H]1CCCC(=O)N1C2 (stereo partly specified)
-23% | O=C(NCc1cccnc1)C1CCN(C(=O)N2CC3CC(C2)[C@H]2CCCC(=O)N2C3)CC1 (stereo partly specified)
? | FC1(F)CN[C@H](c2nnc(C3CC3)o2)C1
-6% | COC(=O)c1ccccc1NC(=O)c1cc2c(-c3ccc(OC)c(OC)c3)nn(C)c2s1
? | COc1ccc(-c2cc(C(F)(F)F)nc(SCC(=O)NCc3ccc(OC)c(OC)c3)n2)cc1
18% | COc1ccccc1/C=C(/C#N)C(=O)Nc1ccccc1C(=O)O
3% | CC(=O)N1c2ccc(S(=O)(=O)N(C)CC(=O)N(Cc3ccccc3)C(C)C)cc2CC1C (stereo unspecified)
-10% | Cc1ccc(S(=O)(=O)CC(=O)c2cccc(Cl)c2)cc1
-33% | COc1ccccc1N1CCN(C(=O)c2ccc(CS(=O)c3ccccc3C)o2)CC1 (stereo unspecified)
11% | COc1ccc(OC)c(CNS(=O)(=O)c2c(C(=O)N3CCC(C)CC3)c(C)n(C)c2C)c1
-29% | Cc1cn2nc(C(=O)N3CCC(NC(=O)c4ccc(F)cc4Cl)CC3)cc2c(=O)[nH]1
-3% | COc1ccc(CNC(=O)c2nn(-c3ccccc3C)c(=O)cc2OC)cc1
? | CCC(=O)Nc1ccc2nc(SCC(=O)N3CCc4ccccc43)sc2c1
7% | CC(NC(=O)CCc1ncc(-c2ccccc2)o1)c1ccc2c(c1)NC(=O)CO2 (stereo unspecified)
15% | Cc1ccc(NC(=O)C(=O)c2cn(CC(=O)N3CCOCC3)c3ccccc23)cc1F
7% | O=C(CCS(=O)(=O)c1cc2c3c(c1)CCN3C(=O)CC2)Nc1cccc(Br)c1
1%&-30% | Cc1ccc(S(=O)(=O)CCC(=O)N2CCN(c3nc4c(C)c(C)ccc4s3)CC2)cc1
? | COCCCNC(=O)c1ccc(Cn2c(SCc3cccc(C)c3)nc3cccnc32)cc1
-27% | COc1ccc(/C=C/C(=O)Oc2ccc(C=O)cc2OC)cc1
1% | COc1ccc(Cl)cc1C(=O)N1CCC2(CC1)N=C(c1ccc(C)cc1)NO2
24% | Cc1ccc(C(=O)/C(=C\c2ccc(Cl)c(Cl)c2)c2nc3ccccc3o2)cc1
? | O=C(CCc1ccccc1)N1CCc2c([nH]c3ccccc23)C1c1ccc(F)cc1 (stereo unspecified)
-6% | COc1ccccc1NC(=O)CC(c1cc(OC)c(OC)c(OC)c1)N1Cc2ccccc2C1=O (stereo unspecified)
? | Cc1ccccc1C1NC(=O)c2c(sc3c2CCN(Cc2ccccc2)C3)N1 (stereo unspecified)
-8% | O=C(O)c1ccnc(-c2ccnc(-c3ncccn3)n2)c1
-6% | COc1ccc(-n2nc(C3CCN([S+](=O)([O-])c4ccc(C)cc4)CC3)[nH]c2=O)cc1
-4%[86.2 µM] | COCCN1C(=O)[C@@H]2C[C@@H](CN2C(=O)c2ccccc2)Oc2ccccc21
21% | N#Cc1c(-c2ccccc2)cc(-c2ccccc2)nc1SCCS(=O)Cc1ccccc1 (stereo unspecified)
13% | O=C(NCc1ccccc1OC(F)(F)F)C1CCN(S(=O)(=O)/C=C/c2ccccc2)CC1
-1% | CCCCN(C(=O)COC(=O)c1nc2nccc(C)n2n1)C1CCS(=O)(=O)C1 (stereo unspecified)

Some of these compounds in order of the KDM5B inhibitor value, lowest first:
mol | KDM5B inhibitor
COCCn1c(C)cc(C(=O)COC(=O)c2cccc(O)c2)c1C | -15%
COC(=O)c1ccccc1NC(=O)c1cc2c(-c3ccc(OC)c(OC)c3)nn(C)c2s1 | -6%
O=C(NCc1ccccc1OC(F)(F)F)C1CCN(S(=O)(=O)/C=C/c2ccccc2)CC1 | 13%

Continuation.
KDM5B inhibitor | canonical_smiles
20% | CCOc1cc(=O)n2c(c1C(=O)Nc1ccc(C)cc1)CCCC2
2% | CCOc1ccccc1N1CCN(S(=O)(=O)c2ccc(C3CCCCC3)cc2)CC1
14% | CC(C)(C)OC(=O)N1CCN(C(C(=O)O)c2c[nH]c3cc(NC(=O)c4ccccc4)ccc23)CC1 (stereo unspecified)
7% | Cc1cc(Br)ccc1NC(=O)CN(C)C(=O)Cc1csc(-c2ccc(F)cc2)n1
6% | Cc1ccc2[nH]c(=O)c3cc(C(=O)N4CCN(c5ccccc5)CC4)sc3c2c1
? | O=[S+]([O-])(Nc1nncs1)c1ccc2c(c1)OCCN(Cc1ccncc1)C2
20% | O=C(CC1CCCN(c2cnn(CC3CC3)c(=O)c2)C1)NCc1cccc(F)c1 (stereo unspecified)
3% | O=C(NC1CC(=O)N(c2ccc3c(c2)OCCO3)C1)c1c(F)cccc1Cl (stereo unspecified)
21% | CC(=O)c1ccc(NS(=O)(=O)c2cc(-c3nc(-c4ccc(Cl)cc4)no3)sc2C)cc1
-30% | CC1CCN(S(=O)(=O)c2cn(CC(=O)Nc3ccc(F)c(Cl)c3)c(=O)c3ccccc23)CC1

Entries from the list above with bromine, in the order listed:
KDM5B inhibitor | canonical_smiles
7% | O=C(CCS(=O)(=O)c1cc2c3c(c1)CCN3C(=O)CC2)Nc1cccc(Br)c1
7% | Cc1cc(Br)ccc1NC(=O)CN(C)C(=O)Cc1csc(-c2ccc(F)cc2)n1

(further entries)
KDM5B inhibitor | canonical_smiles
-3% | O=C(CSc1ccc(F)cc1)NCCCSc1ccccc1
? | CCOc1cc(/C=N/Nc2nnc(C)n2N)ccc1O
-29% | Cc1ccc(C(=O)NC2(C(F)(F)F)C(=O)Nc3c2c(=O)[nH]c(=O)n3CCc2ccccc2)cc1 (stereo unspecified)
-21% | COc1ccc2[nH]cc(CCNC(=O)c3ccc4c(c3)C(O)CCCCCN4C)c2c1 (stereo unspecified)
3% | CC(C)N1C(=O)C2(CCCC2)C1C(=O)N(C)CCc1ccccn1 (stereo unspecified)
-17% | O=C1CC(=O)Nc2cc(S(=O)(=O)N3CCOc4ccccc43)ccc2N1
-4% | O=C(Cn1nc2n(c1=O)CCN(Cc1cccc(Cl)c1)C2=O)NCCC1=CCCCC1
? | CCOc1ccc(-c2nc(CNC(=O)Nc3ccccc3OCC)c(C)o2)cc1
8% | Cc1nnc(NC(=O)C2CC(c3ccccc3)=NO2)s1 (stereo unspecified)
? | COc1ccc(C2c3c(n(C)c4ccccc34)C(=O)N2CC(=O)Nc2cccc(F)c2)cc1 (stereo unspecified)
7% | CSc1ccccc1NC(=O)CN(C)C(=O)c1c(C)nn(Cc2ccccc2)c1C
? | COc1cc2[nH]c(=O)n(CCCC(=O)NCc3ccccc3)c(=O)c2cc1OC
-23% | Cc1ccc2c(=O)cc(C(=O)Nc3nnc(C(C)C)s3)oc2c1
-21% | Cc1ccccc1CNC(=O)CSc1nnc(C)c2c(C)n(-c3ccccc3)nc12
-1% | COC(=O)[C@H](NC(=O)[C@@H]1[C@@H](NC(=O)Nc2cccc(OC)c2)CCN1C(=O)c1cnccn1)C(C)C
-27% | COc1ccc(S(=O)(=O)N2CCN(Cc3nc4ccc(C)cc4o3)CC2)cc1Cl
-3% | Cc1c(-c2nc(-c3ccc4c(c3)OCO4)no2)nnn1-c1ccc(C(C)C)cc1
7% | COCc1cc(C)nc2sc3c(c12)NC(c1ccc(O)cc1)N(c1ccc(OC)cc1)C3=O (stereo unspecified)
? | COc1ccc(-c2c(C)c3ccc(OC(=O)c4ccco4)cc3oc2=O)cc1
4% | COc1ccc(Cn2c(=O)c3ccccc3n3c(-c4ccc(C)cc4)nnc23)cc1

A draw from above in order of SMILES length, low to high:
KDM5B inhibitor | canonical_smiles
? | COc1cc2[nH]c(=O)n(CCCC(=O)NCc3ccccc3)c(=O)c2cc1OC
7% | COCc1cc(C)nc2sc3c(c12)NC(c1ccc(O)cc1)N(c1ccc(OC)cc1)C3=O (stereo unspecified)
-1% | COC(=O)[C@H](NC(=O)[C@@H]1[C@@H](NC(=O)Nc2cccc(OC)c2)CCN1C(=O)c1cnccn1)C(C)C

Remaining list, next part
KDM5B inhibitor | canonical_smiles
-2% | COc1ccc(C2Cn3nnc(C(=O)N4CCN(C(=O)c5cc(F)ccc5Cl)CC4)c3CO2)cc1 (stereo unspecified)
? | O=C(Cn1ccn2nc(-c3ccc(F)cc3)c(CO)c2c1=O)NCc1ccc(F)cc1Cl
6% | COc1ccc(NC2SC(=O)N(C)C2=O)cc1 (stereo unspecified)
-15% | CNS(=O)(=O)c1ccc(-c2nc(-c3ccccc3OC(C)C)no2)o1
10% | COCCCNC(=O)C1c2ccccc2C(=O)N(c2ccccc2)C12CCCCC2 (stereo unspecified)
-9% | CCOC(=O)CN1CCN(c2nc3c(c(=O)[nH]c(=O)n3C)n2CC)CC1
-12% | CCOC(=O)c1c(C)[nH]c(C)c1S(=O)(=O)NCC(=O)Nc1cccc(C#N)c1
-21% | Cc1cccc(CN2C(=O)c3ccccc3S(=O)(=O)c3ccc(C(=O)OCC4CCCO4)cc32)c1 (stereo unspecified)
-4% | Cc1cc(C)c(S(=O)(=O)NCC(=O)O)c(C)c1
0% | Cc1ccc(NC(=O)Cn2c(N3CCC(C)CC3)nc(C)cc2=O)c(C)c1

Rewritten as tab-separated lines: 2 of the compounds above.
SMILES	KDM5B inhibitor
CNS(=O)(=O)c1ccc(-c2nc(-c3ccccc3OC(C)C)no2)o1	-15%
CCOC(=O)CN1CCN(c2nc3c(c(=O)[nH]c(=O)n3C)n2CC)CC1	-9%

More structures follow:
KDM5B inhibitor | canonical_smiles
-13% | CCC(CC)C(=O)Nc1cc(-c2cccc(C)c2)nn1-c1ccccc1
-12% | CC(=O)c1cccc(NC(=O)CCCSc2ccccc2)c1
-9% | COc1ccc(C[C@H](NC(=O)[C@@H]2C[C@H](NC(=O)Nc3cccc(OC)c3)CN2C(=O)c2cccn2C)C(N)=O)cc1
4% | Cc1sc(NC2CCCCC2)nc1-c1ccc(NS(C)(=O)=O)cc1
-19% | COc1ccc(Cl)cc1NC(=O)CC1Nc2ccccc2NC1=O (stereo unspecified)
-29%[149 µM] | C[S+](=O)([O-])N1CCCC(c2nnc3n2CCNC3)C1 (stereo unspecified)
-7% | CC(C)c1cc(C(=O)NOCc2ccccc2)c2ccccc2n1
-4% | COc1ccc(OCC(=O)NCc2nc(-c3ccc(OC)cc3)no2)cc1
4% | CCN(c1ccccc1)S(=O)(=O)c1cccc(C(=O)OCC(=O)c2c(N)n(C)c(=O)n(C)c2=O)c1
-4% | COc1ccc(OC)c(S(=O)(=O)NCCc2csc(-c3cccnc3)n2)c1
11% | COc1ccc(NC(=O)Cn2c(=O)c3cccn3c3ccccc32)cc1OC
-1% | CCc1noc(-c2cn(C3CCN(C(=O)c4ccc(F)cc4Cl)C3)nn2)n1 (stereo unspecified)
? | COc1ccc(C(=O)Nc2nc3c(s2)Cc2cc(OC)ccc2-3)cc1
12% | Cc1ccc(CC(=O)N(CC#N)c2ccccc2)s1
-10% | COCC(=O)N1CCC(Oc2ccc(C(=O)NCCN3CCNC3=O)cc2)CC1
? | COc1cccc(C(=O)N2CCOc3ccc(CN4CCc5ccccc5C4)cc3C2)c1
-15% | COCC1CN(C(=O)CC2CCN(C(C)=O)CC2)CC12CCNCC2 (stereo unspecified)
-11% | COc1nc(C(=O)N2CCN(C(=O)N(C)C)CC2)cc2ccccc12
? | Cc1ccc(-c2cc(C(=O)O)c3ccc(Br)cc3n2)o1
11% | CCn1cnc2c1c(=O)n(CC(=O)c1cc(C)n(CC3CCCO3)c1C)c(=O)n2Cc1ccccc1 (stereo unspecified)
? | CCOc1ccccc1CNC(=O)c1ccc2c(c1)N(CC)CCS2
3% | CC(=O)N1C=Cc2ccccc2C1CC(=O)Nc1cccc(S(=O)(=O)N2CCCCCC2)c1 (stereo unspecified)
-16% | CCCCN(C)CCCNC(=O)Cn1nc(CC)n2c(cc3sc(C)cc32)c1=O
-15% | CC(=O)NC(NC(=S)Nc1cccc(C)c1)C(Cl)(Cl)Cl (stereo unspecified)
-1% | COc1cc(=O)n2c(c1C(=O)Nc1ccc(C#N)cc1)CCCC2
-15%[115 µM] | CC(C)(C)CC(=O)NC[C@H]1OC[C@@H](NC2CCC2)[C@@H]1O
? | CCOC(=O)c1sc2nc(C)nc(NCc3ccccc3)c2c1C
? | CCCc1ccc(/C=C/c2ccccc2)nc1
? | COc1ccccc1CNc1nc(NCc2ccccc2OC)n(S(=O)(=O)c2ccccc2)n1
23% | COc1ccccc1NC(=O)c1ccc(NC(=O)C2CC2)cc1
? | Cc1ccccc1-c1nnc(CN2CCN(c3cccc(C)c3C)CC2)o1
15% | CCCc1noc(C(C)Sc2n[nH]c(-c3ccccc3F)n2)n1 (stereo unspecified)
4% | Cc1ccc(NC(=O)C(C)OC(=O)COc2cccc(C(F)(F)F)c2)cc1S(=O)(=O)N1CCOCC1 (stereo unspecified)

Assay outcomes deposited in PubChem by National Center for Advancing Translational Sciences (NCATS).

This is a subset (hit frequency here may not be typical).
